# Screening data (PubChem BioAssay)
# HEK293 tox = qHTS of GLP-1 Receptor Inverse Agonists: Cytotox Screen; HEK293 cAMP-luciferase reporter cells, luminescence, 24 h; Potency, µM (titrated, usually from 38.3 µM), for the others: at the highest dose activity change, negative = inhibition, actives largely listed as inhibitors; 410,000 tested, 0.13% active;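 note: loss of luciferase light is scored as toxicity; % is set by controls: 0 for no effect and ±100 for the full control effect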
#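 Compound-treated cells are incubated 24 hr at 37 deg C under 5% CO2 after a 12 hour attachment period, then luciferase detection reagent is added and luminescence is measured following 12 min at room temperature; lowered signal indicates toxicity.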
# HT1080-NT tox = qHTS for induction of synthetic lethality in tumor cells producing 2HG: qHTS for the HT-1080-NT fibrosarcoma cell line. Potency, µM (doses to about 46.1 µM), for inactives: top-dose activity, negative = less viability, most hits filed as cytotoxic. 360,000 tested, 1.6% active. HT-1080-NT fibrosarcoma viability, CellTiter-Glo ATP luminescence, 48 h;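 note: NT is the 2HG producing partner of a matched IDH1 knockdown line; 0% = DMSO-treated cells and -100% = media-only wells without cells; nearly all actives have a fitted effect of over 55% in size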
#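 Luminescent CellTiter-Glo readout after 48 hours of compound exposure at 37 degrees C defined viability of HT-1080-NT cells. Activity was normalized to DMSO wells and cell-free media wells; concentration-response curves were fitted and assigned curve classes.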
# KB-3-1 tox = qHTS assay for MDR1-selective chemotherapeutics: Primary screen using the parental adenocarcinoma cell KB-3-1; KB-3-1 viability, CellTiter-Glo ATP luminescence, 72 h; Potency, µM (highest dose often 46.1 µM), inactives show top-dose activity change, negative = cytotoxic, actives largely listed as cytotoxic; 400,000 tested, 1.4% active; AID 1347075, 2019; note: % is set by controls: 0 for no effect and ±100 for the full control effect; nearly all actives have a fitted effect of over 60% in size
#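 Parental KB-3-1 viability, qHTS format: 72 h compound exposure, 37 °C; CellTiter-Glo; media-only wells and DMSO plates as controls; concentration-effect fits on corrected data.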
# GLP1R inv ag = qHTS of GLP-1 Receptor Inverse Agonists (Inhibition Mode); HEK293 GLP-1R CRE-luciferase, luminescence, 24 h; GLP-1R form is constitutively active; Glucagon-like peptide 1 receptor (Homo sapiens), P43220; 410,000 tested, 1.6% active; Potency, µM (doses to about 38.3 µM), for inactives: top-dose activity change, negative = inhibition, usual class: inhibitors; note: % is set by controls: 0 for no effect and ±100 for the full control effect; nearly all actives have a fitted effect of over 55% in size
# Target sequence (P43220 whole entry, looked up): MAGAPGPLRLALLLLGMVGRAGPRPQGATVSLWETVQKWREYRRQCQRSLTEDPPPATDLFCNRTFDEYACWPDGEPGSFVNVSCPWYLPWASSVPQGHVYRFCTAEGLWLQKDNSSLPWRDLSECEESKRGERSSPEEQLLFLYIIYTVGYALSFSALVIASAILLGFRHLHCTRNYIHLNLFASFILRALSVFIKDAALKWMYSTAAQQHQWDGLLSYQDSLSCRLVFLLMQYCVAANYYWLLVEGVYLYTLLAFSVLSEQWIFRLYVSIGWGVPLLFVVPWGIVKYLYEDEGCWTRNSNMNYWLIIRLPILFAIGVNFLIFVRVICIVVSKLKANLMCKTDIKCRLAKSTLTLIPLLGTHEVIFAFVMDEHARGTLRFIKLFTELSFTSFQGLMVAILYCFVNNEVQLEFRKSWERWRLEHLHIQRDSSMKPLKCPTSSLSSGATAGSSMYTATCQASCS
#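 Using stably transfected HEK293 (constitutively active GLP-1R, cAMP-luciferase reporter), compounds were incubated 24 hr and luciferase measured by luminescence.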
# TDP-43 yeast inh = qHTS of TDP-43 Inhibitors. 410,000 tested, 1.8% active. Potency, µM (top dose mostly 46.1 µM), inactives show at the top dose growth rescue (activation), most hits filed as activators. TDP-43 expressing yeast growth rescue, BacTiter-Glo, 24 h; note: % of control where 0% means no effect; nearly all actives have a fitted effect of over 50% in size
#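 Yeast cells expressing TDP-43 under galactose induction are exposed to compounds for 24 hr at 30 deg C. BacTiter-Glo luminescence measures growth, so protective compounds score as activators.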
# SW480 rerep = A quantitative high throughput screen for small molecules that induce DNA re-replication in SW480 colon adenocarcinoma cells; 340,000 tested, 1.8% active; Potency, µM (titrated, usually from 46.1 µM), for the others: at the highest dose re-replication activation, actives largely listed as activators; SW480 DNA re-replication, Hoechst DNA content imaging, 48 h; note: % of control where 0% means no effect; nearly all actives have a fitted effect of over 55% in size
#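 Cells (250 per well) received 23 nL compound or DMSO by pin tool and were kept 48 hr at 37 C, 5% CO2. Nuclei were then stained with Hoechst for 40 min and scanned for DNA content.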
# KB-V1 MDR tox = qHTS assay for MDR1-selective chemotherapeutics: Primary screen using the drug-selected MDR subline cells KB-V1. 400,000 tested, 3.4% active. KB-V1 MDR cells viability, CellTiter-Glo, 72 h. AID 1347076, 2019. Potency, µM (series often up to 46.1 µM), inactives show at the highest dose activity change, negative = cytotoxicity, hits mostly cytotoxic; note: % is set by controls: 0 for no effect and ±100 for the full control effect; nearly all actives have a fitted effect of over 60% in size
#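 KB-V1 cells (P-gp-expressing MDR subline of KB-3-1) in phenol-red-free DMEM with 10% FBS were exposed to library compounds over a concentration series for 72 h at 37 degrees C. Viability read by CellTiter-Glo luminescence; concentration-effect curves fitted after normalization.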
# HT1080 IDH1KD tx = qHTS for induction of synthetic lethality in tumor cells producing 2HG: qHTS for the HT-1080-IDH1KD cell line; HT-1080 IDH1 knockdown viability, ATP luminescence, 48 h; Potency, µM (titrated, usually from 46.1 µM), for the others: at the top dose activity, negative = toxicity, actives largely listed as cytotoxic; 360,000 tested, 2% active; AID 686971, 2013;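 note: 0% = DMSO wells and -100% = cell-free medium wells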
#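 Cytotoxicity counter-line: IDH1KD HT-1080, 48 h, CellTiter-Glo. Curves classed by r2, magnitude and activity.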
# GLP-1R agonist = qHTS of GLP-1 Receptor Agonists | HEK293 GLP-1R CRE-luciferase, luminescence, 4-6 h; cells express a hypersensitive GLP-1R form | Glucagon-like peptide 1 receptor (Homo sapiens), P43220 | Potency, µM (series often up to 45.6 µM), for the others: top-dose activation, actives largely listed as activators | 380,000 tested, 0.007% active; note: % of control where 0% means no effect
# Numbers without * were called inactive; ? = inconclusive; · = not tested or not shown; [ ] = remark or other dose. Calls come from the whole dose curve; as a rule, active = well fitted curve in the direction sought with a large enough effect; inconclusive = small, poorly fitted or top-dose-only effect, or another doubt; inactive = no such curve, though single readings can be large; an effect the other way counts as inactive or inconclusive. Potency is the fitted concentration of half-maximal effect.
SMILES,HEK293 tox,HT1080-NT tox,KB-3-1 tox,GLP1R inv ag,TDP-43 yeast inh,SW480 rerep,KB-V1 MDR tox,HT1080 IDH1KD tx,GLP-1R agonist
COc1cccc(NC(=O)Nc2nnc(Cc3ccc(F)cc3)s2)c1,-1.1%,7.3%,8.9%,4.8%,1.2%,-18.0%,25.0%,-1.2%,-0.2%
Nc1nc(NC(=O)c2ccccc2)nn1-c1ccccc1,4.8%,-2.3%,-0.1%,4.3%,-1.6%,-167.5%[inhibitor],-13.2%,10.4%,4.7%
COc1ccc(-c2csc(Cc3nnc4n3CCCCC4)n2)cc1OC,-20.5%,19.9%,4.9%,86.5%[activator],7.3%,-3.3%,7.9%,7.9%,14.5%
CCN(CC)CCNC(=O)c1cc2c(s1)-c1ccccc1SC2,1.1%,?,-13.6%,?,4.8%,?,-3.5%,?,-4.2%
C=C(c1cccc2ccccc12)P(=O)(O)O,6.8%,1.5%,16.7%,5.4%,-5.2%,?,-8.5%,0.2%,-7.6%
O=Cc1ccccc1OCCCOc1cccc2cccnc12,-22.5%,?,-15.2%,?,-44.9%[inhibitor],95.5%,-27.0%,?,-2.3%
COc1ccccc1CCC(=O)OCC(=O)Nc1cc(C)nn1-c1ccccc1,1.2%,5.1%,11.3%,1.7%,26.5%,-1.4%,-2.1%,-1.0%,-1.7%
COCCN(C(=O)COC(=O)c1c(C)nn(-c2ccccc2)c1C)c1c(N)n(Cc2ccccc2)c(=O)[nH]c1=O,-23.7%,1.7%,-0.5%,15.1%,1.3%,·,3.0%,-0.8%,4.9%
Cc1noc(NS(=O)(=O)c2ccc(NC(=O)c3nn(-c4ccccc4)ccc3=O)cc2)c1C,-24.0%,19.3%,8.5%,20.6%,6.3%,9.2%,21.4%,13.5%,-3.9%
CCOC(=O)c1ccc(C(=O)NNC(=O)C2C3C=CC(C3)C2C(=O)O)cc1 (centres undefined),?,-0.2%,-20.1%,-12.1%,10.6%,28.0%,-1.3%,8.5%,1.9%

# Structures shown so far with sulfur (4):
SMILES,HEK293 tox,HT1080-NT tox,KB-3-1 tox,GLP1R inv ag,TDP-43 yeast inh,SW480 rerep,KB-V1 MDR tox,HT1080 IDH1KD tx,GLP-1R agonist
COc1cccc(NC(=O)Nc2nnc(Cc3ccc(F)cc3)s2)c1,-1.1%,7.3%,8.9%,4.8%,1.2%,-18.0%,25.0%,-1.2%,-0.2%
COc1ccc(-c2csc(Cc3nnc4n3CCCCC4)n2)cc1OC,-20.5%,19.9%,4.9%,86.5%[activator],7.3%,-3.3%,7.9%,7.9%,14.5%
CCN(CC)CCNC(=O)c1cc2c(s1)-c1ccccc1SC2,1.1%,?,-13.6%,?,4.8%,?,-3.5%,?,-4.2%
Cc1noc(NS(=O)(=O)c2ccc(NC(=O)c3nn(-c4ccccc4)ccc3=O)cc2)c1C,-24.0%,19.3%,8.5%,20.6%,6.3%,9.2%,21.4%,13.5%,-3.9%

# (next part)
SMILES,HEK293 tox,HT1080-NT tox,KB-3-1 tox,GLP1R inv ag,TDP-43 yeast inh,SW480 rerep,KB-V1 MDR tox,HT1080 IDH1KD tx,GLP-1R agonist
CCCCn1c(N)c(N(CCC(C)C)C(=O)C2CCCN(C(=O)c3ccc(Cl)cc3)C2)c(=O)[nH]c1=O (centres undefined),2.2%,0.5%,9.7%,13.4%,7.3%,-33.3%[inhibitor],12.1%,0.9%,-4.9%
CC1(C)NC(=O)N(CC(=O)Nc2ccc(-c3ccccc3)cc2)C1=O,?,13.6%,2.0%,0.1%,15.1%,·,6.9%,3.5%,-1.5%
Cc1ccccc1NCC(=O)Nc1cc(S(=O)(=O)N2CCCCC2)ccc1C,-7.7%,3.2%,-0.8%,?,4.2%,-3.6%,1.8%,0.3%,-3.5%
COc1ccc(OC)c(C2=NOC(C(=O)Nc3cccc(C(C)=O)c3)C2)c1 (centres undefined),-14.2%,-0.2%,3.2%,0.0%,-0.6%,-12.7%,-18.0%,-21.6%,15.3%
Cc1ccc(CNC(=O)C(C(=O)NCc2ccc(C)o2)c2ncc(C(F)(F)F)cc2Cl)o1,-17.5%,?,5.8%,-18.3%,-9.8%[0.397 µM],-5.7%,?,-8.7%,12.6%
COc1cccc(N2CCN(C(=O)c3ccc(CS(=O)Cc4ccccc4Cl)o3)CC2)c1 (centres undefined),-14.4%,-12.1%,-39.2%,?,-10.6%,-6.9%,-24.6%,-12.4%,4.8%
Cc1ccc(N=C2NC(=O)/C(=C\c3ccsc3)S2)c(C)c1,?,-8.5%,-0.9%,?,-15.2%,2.9%,18.4µM*,-8.2%,1.7%
Cc1nc(C(=O)N2CCCC(C(=O)c3cccc(OC(C)C)c3)C2)cs1 (centres undefined),1.0%,-3.5%,-0.8%,-15.6%,16.7%,-3.9%,?,-0.1%,11.1%
CN1CCC(N(C)C(=O)CNC(=O)c2ccc(C(C)(C)C)cc2)CC1,1.1%,-6.0%,25.3%,-16.7%,-25.5%,1.7%,2.5%,5.9%,-0.4%
CC(C(=O)N(C)C)N(C#N)c1nc(N(C)C)nc(N(C)C)n1 (centres undefined),4.2%,15.0%,17.2%,6.9%,4.0%,-1.1%,37.0%,12.9%,17.6%
Clc1ccc(-c2cnc3n2CCC3)cc1,25.1%,35.5µM*,-2.0%,0.0%,0.0%,-1.9%,-31.7%,?,-2.7%
N#Cc1nc(-c2ccc(F)cc2)oc1N1CCN(C(=O)c2ccco2)CC1,-10.4%,0.0%,·,18.8%,24.4%,-2.2%,·,-9.4%,-0.5%
COc1ccc(NC(=O)CS(=O)(=O)c2ccc(F)cc2)cc1,-6.0%,7.8%,10.0%,-22.3%,-8.9%,-6.1%,6.2%,-0.8%,8.2%
Cc1ccccc1C(=O)N1CCC2CC1c1cc(Cl)ccc12 (centres undefined),-1.2%,4.9%,0.0%,?,-3.8%,-0.5%,0.0%,0.8%,-4.1%
CNS(=O)(=O)c1cccc(C(=O)NC2CCCc3ccccc32)c1 (centres undefined),9.0%,-13.6%,-2.9%,9.0%,-5.3%,-0.7%,-18.7%,-18.8%,6.2%
Cc1cc(C(=O)COC(=O)c2ccc(O)cc2)c(C)n1Cc1ccco1,9.2%,-0.7%,-1.2%,?,-17.5%,1.9%,-42.5%,-9.8%,-4.6%
CC1Cc2ccccc2N1CC(=O)NCc1ccc2c(c1)OCO2 (centres undefined),-6.6%,-5.4%,3.3%,?,17.0%,·,?,-8.9%,-1.8%
Cc1cccc(N2CN(S(=O)(=O)c3cccc([N+](=O)[O-])c3)c3nc4ccccc4nc32)c1,-1.6%,8.1%,?,9.0%,24.8%,-5.4%,-18.9%,27.9%,-5.9%
Oc1ccc(Cl)cc1-c1cc(C(F)(F)C(F)F)nc(-c2ccccc2)n1,0.7%,1.5%,-8.9%,0.0%,-9.6%,?,-3.3%,-4.3%,-12.3%
COC(=O)c1cc(C#N)c(N2CC(C)OC(C)C2)nc1C (centres undefined),18.5%,-4.0%,2.3%,29.9%,-2.1%,0.3%,-1.1%,12.0%,29.3%
CSc1ccccc1-n1nnnc1SCc1ccccc1,-8.4%,-4.3%,-2.4%,?,12.6µM*,-1.3%,-7.3%,-8.7%,5.1%
Cc1ccnc(NC(=O)CCCNC(=O)c2ccc(Cl)cc2)c1,-0.2%,16.4%,?,1.5%,-10.9%,-272.2%[inhibitor],18.6%,13.2%,22.1%
Cc1ccc(S(=O)(=O)C2CCCCC2=O)cc1 (centres undefined),-13.1%,14.8%,3.5%,-2.3%,-4.7%,-1.2%,3.8%,9.6%,-0.2%
CCc1nc(SCc2cc(=O)c3cc(C)ccc3[nH]2)n[nH]1,14.4%,·,-4.8%,7.4%,18.2%,·,?,·,·
Cc1ccc(NC(=O)CSC2=C(C#N)C(c3ccc4c(c3)OCO4)CC(=O)N2)cc1C (centres undefined),-26.3%,-6.9%,11.6%,0.0%,-11.6%,16.7%,1.6%,-29.3%,-4.4%
COC(=O)c1nnn(CC(=O)NC(=O)Nc2cccc(Cl)c2C)c1C(=O)OC,0.7%,11.7%,2.7%,5.5%,3.6%,25.4%,6.0%,1.4%,0.8%
CC(=O)n1cc([C@@H]2C=C(C(=O)N3CCN(Cc4ccc5c(c4)OCO5)CC3)O[C@H](OCCCCO)C2)c2ccccc21,?,-10.8%,0.4%,-0.6%,-4.2%,0.7%,10.4%,-10.7%,14.8%
CC(C)(C)OC(=O)N1CCC(C(=O)O)CC1,5.1%,13.1%,13.7%,-7.7%,-25.5%,-2.2%,8.0%,14.9%,1.3%
CS(=O)(=O)N(CC(=O)Nc1ccc(S(=O)(=O)N2CCCC2)cc1)c1cccc(F)c1,-6.4%,-1.5%,0.4%,-22.5%,1.5%,7.5%,-6.3%,0.4%,9.9%
CC(C)(C)Cc1c(-c2ccc(C#N)cc2)nc2c(Cl)cc(C(F)(F)F)cn12,-29.7%,?,?,?,0.4%,·,-22.8%,?,-3.3%
COc1ccc(Nc2nnc(SCC(=O)Nc3cc(C)on3)s2)cc1,-1.2%,-15.4%,1.5%,-7.6%,-2.6%,10.4%,10.2%,-7.9%,4.1%
CCOC(=O)C1=C(c2ccccc2)NC(SCC(=O)NC2CCCCC2)=C(C#N)C1c1ccco1 (centres undefined),?,-0.6%,11.6%,-0.1%,-0.7%,-0.4%,-20.6%,-0.9%,1.5%
COc1ccc(N(C=O)C(=S)SC)cc1,1.6%,0.9%,0.3%,-0.2%,?,-11.2%,0.0%,0.8%,-6.7%
Cc1ccc(NC(=O)CC2S/C(=N/N=C3/NC(=O)CS3)NC2=O)cc1 (centres undefined),-1.0%[0.307 µM],-2.1%,11.1%,2.6%[0.307 µM],-17.9%,-8.5%,9.0%,17.9%,4.4%
